Bioassay records deposited in PubChem BioAssay by several laboratories.
p-CIP stab down = lowers stability of the mouse p/CIP coactivator protein; F442A p/CIP-EGFP cells, EGFP fluorescence, 16 h; decrease of EGFP signal, % at 10 µM; 290,000 tested, 0.01% active; AID 1984;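 active means EGFP signal decrease of at least 30% at 10 µM or well 3 SD below plate mean, unless failing retest; inactive means the rest, including hits failing retest or dose response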; further: some compounds called inactive have numbers as strong as hits; many of its hits are not listed in these tables
SUMO HTRF inh = inhibitors of human SUMOylation (UBC9); P63279; HTRF SUMOylation assay, SAE1/SAE2 + UBC9, in vitro; inhibition, % at 35 µM; 290,000 tested, 0.36% active; in the data active means inhibition above about 50%, passing the limit was not always enough; further: strong numbers were not always called active
HCV NS3 hel inh = inhibitors of Hepatitis C virus NS3 helicase; NS3 helicase DNA unwinding, Cy5 molecular beacon fluorescence; inhibition, % at 10.9 µM; 290,000 tested, 0.56% active;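 active means inhibition above the mean of all tested compounds plus 3 SD, set per campaign, cut at about 35% in these data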;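 further: 0% = DMSO wells and 100% = thioflavine S control wells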
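Control set: DMSO versus 110 µM thioflavine S; Material: NS3 helicase fragment of HCV; Measured by: Cy5 fluorescence at 0 and 60 min, beacon hairpin quenching; Read-out basis: percent inhibition from t60/t0 fluorescence ratio; Times: reaction time 60 min, 25 °C; Repeats: single replicate; Compound dosing: single dose, 10.9 µM nominal final, DMSO 0.8% final.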
GalR3 antagonist = antagonists of human GalR3; O60755; HEK293 GalR3-CNG cAMP membrane potential fluorescence; galR3 body fused to GalR1 C-terminus; inhibition, % at 3 µM; 360,000 tested, 0.44% active; AID 651719;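 active means inhibition above the screen-wide average plus 3 SD, cut at about 13% in these data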;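 further: forskolin and galanin both at EC90 stimulate the cells; cAMP rise reported by CNG channel membrane potential dye signal; 0% = forskolin plus galanin with DMSO and 100% = forskolin alone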
VIM-2 inhibitor = blocks Pseudomonas aeruginosa VIM-2 metallo-beta-lactamase; 290,000 tested, 0.89% active; inhibition, % at 5.6 µM; purified VIM-2, nitrocefin hydrolysis, epi-absorbance fluorescence;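 active means inhibition above the mean of all tested compounds plus 3 SD, cutoff set per screening run, cut at about 7.5% in these data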;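 further: red hydrolysis product quenches plate fluorescence so inhibitors raise well fluorescence; 0% = enzyme with DMSO and 100% = DMSO without enzyme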
IMP-1 inh = inhibitors of Pseudomonas aeruginosa IMP-1 metallo-beta-lactamase. 290,000 tested, 0.45% active. purified IMP-1, nitrocefin hydrolysis, epi-absorbance fluorescence. inhibition, % at 5.6 µM;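 active means inhibition above the mean plus 3 SD of all compounds in the same screening run, cut at about 4.5% in these data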;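 further: 0% = IMP-1 with DMSO and 100% = DMSO wells lacking enzyme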
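assay system = purified recombinant IMP-1 metallo-beta-lactamase enzyme | schedule = 15 min preincubation plus 25 min reaction at 25 °C | signal = Epi-absorbance fluorescence, 480 nm excitation, 530 nm emission | read-out basis = percent inhibition from optical density relative to buffer-blank wells | controls = IMP-1 with DMSO as 0%, enzyme-free DMSO as 100%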
CRFBP-R2 block = antagonists of CRF-binding protein/CRF-R2 receptor complex. inhibition, % at 11.8 µM. 350,000 tested, 0.59% active. HEK293 CRF-R2/CRF-BP, CRF-induced calcium fluorescence;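 active means inhibition of the ligand-induced calcium signal above about 50% at the single tested concentration, limit read from the data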
IDE cell activ = boosts human insulin-degrading enzyme activity in HEK cells | P14735 | FAbeta-B cleavage, fluorescence polarization; 0% vehicle, 100% cell-free pure enzyme wells | activation, % at 5.96 µM | 340,000 tested, 0.073% active;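 active means activation above the mean of all tested compounds plus 3 SD, set per screening campaign, cut at about 17% in these data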
Target sequence (P14735 whole entry, looked up): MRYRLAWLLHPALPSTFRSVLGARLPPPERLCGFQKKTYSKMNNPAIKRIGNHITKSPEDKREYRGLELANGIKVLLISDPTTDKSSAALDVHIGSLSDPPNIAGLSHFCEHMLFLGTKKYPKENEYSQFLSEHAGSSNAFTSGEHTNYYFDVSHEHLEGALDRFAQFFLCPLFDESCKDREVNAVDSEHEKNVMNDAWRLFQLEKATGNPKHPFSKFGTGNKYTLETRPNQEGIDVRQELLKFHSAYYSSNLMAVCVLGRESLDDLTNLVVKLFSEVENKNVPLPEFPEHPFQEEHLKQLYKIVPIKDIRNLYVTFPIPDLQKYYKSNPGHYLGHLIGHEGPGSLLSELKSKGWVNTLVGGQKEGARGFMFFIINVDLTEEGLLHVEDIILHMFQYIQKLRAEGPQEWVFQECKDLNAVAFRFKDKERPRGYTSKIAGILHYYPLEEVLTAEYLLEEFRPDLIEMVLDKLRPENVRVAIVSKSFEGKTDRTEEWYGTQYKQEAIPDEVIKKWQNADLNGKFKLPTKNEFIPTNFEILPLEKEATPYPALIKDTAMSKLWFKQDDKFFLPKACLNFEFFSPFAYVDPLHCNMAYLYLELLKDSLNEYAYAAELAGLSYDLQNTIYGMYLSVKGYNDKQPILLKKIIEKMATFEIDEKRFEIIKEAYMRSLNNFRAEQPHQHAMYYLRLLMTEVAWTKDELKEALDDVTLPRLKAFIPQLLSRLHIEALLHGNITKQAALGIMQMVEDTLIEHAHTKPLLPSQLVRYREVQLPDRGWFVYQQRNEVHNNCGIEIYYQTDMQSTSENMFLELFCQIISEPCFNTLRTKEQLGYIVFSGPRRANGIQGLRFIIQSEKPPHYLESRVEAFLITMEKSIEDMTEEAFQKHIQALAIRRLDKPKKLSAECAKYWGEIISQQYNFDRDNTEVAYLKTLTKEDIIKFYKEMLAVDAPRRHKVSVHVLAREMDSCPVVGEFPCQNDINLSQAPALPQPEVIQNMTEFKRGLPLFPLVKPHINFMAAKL
IDE inh = inhibits human insulin-degrading enzyme in HEK cells | inhibition, % at 5.59 µM | P14735 | 320,000 tested, 0.41% active | FAbetaB cleavage, fluorescence polarization;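 active means percent inhibition above the average of all tested compounds plus 3 SD, set per screening campaign, cut at about 16% in these data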;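 further: IDE supplied by intact live HEK cells; FP after avidin binding of uncleaved biotin substrate so inhibition keeps polarization high; 0% = DMSO wells and 100% = 60 µM reference IDE inhibitor Ii1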
Numbers without * were called inactive; / = no result given.

p-CIP stab down,SUMO HTRF inh,HCV NS3 hel inh,GalR3 antagonist,VIM-2 inhibitor,IMP-1 inh,CRFBP-R2 block,molecule,IDE cell activ,IDE inh
-1.4,-14.1,-2.8,97.5*,-2.9,-2.1,-14.8,O=C(CSc1nnc(Cn2nnc3ccccc32)o1)N(Cc1ccc(Cl)cc1)c1ccccc1,-5.3,0.6
-13.1,4.0,-7.4,6.0,5.3,-1.9,-3.1,COC(=O)Cc1cccc2c(=O)c3ccccc3oc12,4.1,-5.4
-16.2,-0.2,-0.5,1.0,-1.7,-1.4,-17.9,CCCCc1ccc(NC(=O)CSc2nnc(CNC(=O)c3ccco3)o2)cc1,3.5,5.5
1.9,4.3,3.4,-6.7,-2.9,-2.0,4.4,COc1ccc(S(=O)(=O)N2CCC(C(=O)NCCCn3ccnc3)CC2)cc1C,-3.0,-0.9
-5.5,11.7,0.5,-0.7,-1.5,1.4,-44.5,COc1ccc(S(=O)(=O)N(C)CC(=O)N2CCCCC2)cc1Cl,2.4,-9.6
-2.9,5.4,-2.2,-4.9,-0.1,-4.5,-2.1,O=C(O)c1sccc1OCc1ccccc1,0.7,1.8
-3.6,0.9,-8.8,-2.9,-2.0,-2.7,-0.7,Cc1ccc(-n2nnnc2SC(C)C(=O)Nc2ccccc2-c2ccccc2)cc1 (stereo unspecified),4.8,2.4
-7.3,16.9,7.3,-4.9,-2.3,-5.3,1.5,CNC(=O)c1ccccc1NC(=O)c1ccco1,-1.3,0.8
/,/,/,-2.9,/,/,2.6,COc1ccc(C(=O)C(C)OC(=O)c2sc(C)nc2C)cc1 (stereo unspecified),-1.6,-3.8
-18.5,17.0,-5.4,-6.3,-2.5,-0.8,74.0*,COc1cccc(-n2nc(C#N)c(Cl)cc2=O)c1,-6.9,/
-15.2,9.1,-3.2,-5.0,-1.9,-3.2,-4.8,CCCSc1nsc(NC(=O)CC)n1,6.0,0.8
-3.6,-14.0,19.1,-0.2,-3.0,-4.0,3.0,N#CCN1CCN(CC(=O)c2ccc(Br)cc2)CC1,-4.5,-2.7
0.7,7.4,-24.4,-9.5,31.5*,-1.3,9.0,CN1CCN(c2nnc(-c3ccc(F)cc3)c3ccccc23)CC1,3.8,0.1
-2.9,13.8,1.1,-6.8,-3.5,-3.8,-18.6,CCOC(=O)c1sc(NC(=O)C(CC)Sc2nccn2C)nc1C (stereo unspecified),0.6,2.6
-15.1,-12.4,2.0,-4.4,-0.1,-0.6,-1.5,CCCc1nc(SCC(=O)N2c3ccccc3CC2C)c2c(C)c(C)sc2n1 (stereo unspecified),4.4,4.2
1.2,10.8,/,-1.0,/,/,-2.6,O=C(NCCC1=CCCCC1)c1ccc2c(=O)n3c(nc2c1)CCCCC3,-1.2,1.0
2.6,-7.7,-11.2,-2.4,-0.6,-3.2,-12.3,CCN(CC)S(=O)(=O)c1ccc2oc(C(=O)NCc3ccc(F)cc3)c(C)c2c1,-0.6,-2.0
-10.7,3.8,-5.0,-0.3,-3.1,-3.8,5.1,CS(=O)(=O)c1ccc2nc(NC(=O)c3ccco3)sc2c1,3.8,3.2
-2.2,10.6,10.3,15.5*,-0.8,-1.4,27.3,Cc1ccc(/C=C/C(=O)O)cc1S(=O)(=O)N1CCc2ccccc2C1,1.9,0.2
-0.4,-5.4,0.6,1.8,-5.6,-3.6,6.3,CCNC(=O)C/C(C)=N/NC(=O)C(=O)Nc1ccc(CC)cc1,-2.2,5.3
-17.2,7.4,3.5,2.1,3.0,-2.4,4.3,Cn1c(C(=O)N2CCC(C(N)=O)CC2)cc2c(=O)n(C)c3ccccc3c21,3.4,-6.2
/,/,/,-0.7,/,/,3.9,CCOc1ccc(-c2cccc(NC(=O)c3ccco3)c2)nn1,-0.6,6.4
3.8,8.7,19.1,-2.2,4.6,1.0,-1.0,O=C(CSc1ncnc2c1oc1ccccc12)NC1CCCC1,2.7,-1.2
2.7,27.2,-8.9,-1.9,-0.6,-0.4,5.7,O=c1[nH]c(CSc2ncnc3sc(-c4ccccc4)cc23)nc2ccccc12,-6.7,-2.1
-1.1,7.7,-6.1,-2.1,-0.1,-1.7,-25.1,O=C(COC(=O)c1cc(=O)[nH]c2ccccc12)NC1CCCCCCC1,-0.2,0.8
14.6,0.5,11.2,-5.4,-1.2,-1.2,13.2,COc1cc(/C=C2\SC(=S)N(CC(=O)NC(C)(C)C)C2=O)cc(OC)c1OC,1.8,/
/,/,/,-8.8,/,/,12.0,CCOc1ccc(S(=O)(=O)N2CCCCC2)cc1NC(=O)C1COc2ccccc2O1 (stereo unspecified),5.2,6.3
/,/,/,-1.9,/,/,9.2,Cc1onc(-c2ccccc2)c1C(=O)OCC(=O)Nc1ccc(C#N)cc1,-4.2,-3.1
5.2,-0.2,40.3*,-2.6,0.9,-0.7,6.3,CC(=O)OCC1=C(C(=O)O)N2C(=O)C(NC(=O)Cn3nc(C(F)F)c(Cl)c3C)C2SC1 (stereo unspecified),-1.2,4.5
/,/,/,-3.5,/,/,-2.9,O=C(NCc1ccccc1)C1(CC2CC(c3ccccc3)=NO2)CCNCC1 (stereo unspecified),0.9,4.1
4.5,9.0,-0.2,-6.1,-4.7,-3.0,-8.0,COc1ccc(N2CCN(C(=O)c3ccc4c(c3)OCO4)CC2)cc1,0.7,-0.3
0.0,-8.6,-12.9,1.1,-1.0,-2.6,-1.8,COc1ccc(OC)c(NC(=O)CSc2ccc3nnc(-c4cccnc4)n3n2)c1,1.7,-2.3
-3.5,-12.7,4.6,-3.6,-1.9,1.3,/,COC(=O)c1ccc(/C=N/NC(=O)CCSc2nc3ccccc3s2)cc1,/,-10.4
-13.1,-10.5,7.5,-0.2,-3.7,-3.8,17.8,COc1ccc(CSCCc2n[nH]c(=S)n2-c2ccccc2)cc1,-1.9,-2.8
5.3,-0.5,10.6,-4.6,1.3,0.8,-10.0,O=c1c(C=Nc2cccc(C(F)(F)F)c2)c[nH]n1-c1cccc(Cl)n1,-0.9,2.8
-6.5,-1.7,-5.9,3.5,-3.0,-1.7,27.5,Oc1ccc(/C=N/n2c(-c3ccco3)csc2=Nc2cccnc2)c(O)c1,2.3,-3.0
/,/,/,-5.9,/,/,-6.2,Cc1cccnc1NC(=O)c1ccc(NS(=O)(=O)c2ccc3[nH]c(=O)[nH]c3c2)cc1,2.8,2.6
-9.8,5.2,-0.1,-3.0,-0.9,-7.2,-6.0,CCOP(=O)(c1c(F)c(F)c(F)c(F)c1F)C(O)c1ccccc1 (stereo unspecified),1.7,-1.1
-39.7,18.8,0.5,64.6*,-2.4,-2.6,-14.5,CCOCCCNS(=O)(=O)c1ccc(NC(=O)c2ccccc2)cc1,0.9,0.5
-9.3,-7.2,-28.7,-6.3,0.4,-2.2,-9.0,CCc1c(C(=O)N/N=C/c2ccc(OCc3ccc(F)cc3)c(OC)c2)nnn1-c1nonc1N,1.2,-10.2
4.5,-12.8,-3.6,-6.2,0.3,-2.6,-3.6,O=C(c1ccccc1)c1cc(-c2ccccn2)c(N2CCOCC2)s1,3.2,-1.3
/,/,/,-6.8,/,/,13.8,COc1ccc(-c2c(-c3ccsc3)oc(=O)c3cc(OC)c(OC)cc23)cc1,3.7,3.8
-4.7,3.5,-2.8,-4.7,-0.9,-1.8,1.6,CCCNC(=S)Nc1ccccc1,2.7,0.1
27.5,1.0,-13.4,11.7,-2.1,-3.1,18.5,CC(=O)Nc1ccc(S(=O)(=O)N2CCN(Cc3cccc([N+](=O)[O-])c3)CC2)cc1,/,-0.9
3.0,5.3,0.8,-3.3,0.8,-3.0,3.8,CCNC(=O)CCSc1nnc(-c2ccncc2)o1,-0.1,2.5
/,/,/,-5.2,/,/,8.0,CCOc1ccccc1OCCCC(=O)NNC(=O)c1ccc(F)cc1,8.3,7.4
-9.2,9.7,-8.3,0.8,0.0,-0.5,7.3,O=C(NCCN1CCOCC1)C(=O)NCC1OCCN1S(=O)(=O)c1ccccc1 (stereo unspecified),5.0,-1.9
8.4,4.4,14.1,-1.0,-3.6,-4.8,3.8,CCOc1ccc(OCc2cccc(C(=O)N3CCCC3)c2)cc1,-4.5,-2.6
-4.0,3.6,-5.0,-1.7,-1.1,0.4,7.2,Cc1c(Cl)c([N+](=O)[O-])nn1CC(=O)NCc1cccnc1,3.0,-1.9
-7.3,-1.4,-1.0,0.8,2.7,0.7,2.1,CN(/C(=N\S(=O)(=O)c1ccccc1)C(F)(F)F)c1ccccc1,-1.3,6.3

Other results
p-CIP stab down,SUMO HTRF inh,HCV NS3 hel inh,GalR3 antagonist,VIM-2 inhibitor,IMP-1 inh,CRFBP-R2 block,molecule,IDE cell activ,IDE inh
0.0,6.3,13.1,-7.0,-2.9,-2.2,-5.6,O=C(Nc1nccs1)C1(c2ccc(Cl)cc2)CC1,2.2,3.6
/,/,/,-1.6,/,/,5.7,O=C(CCNC(=O)c1ccc(Br)cc1)Nc1cccc(S(=O)(=O)N2CCCC2)c1,3.4,1.6
-1.9,-16.1,3.1,-5.0,-3.2,-2.0,6.3,Cc1ccc(-n2nc(C(=O)c3ccccc3)n3c(=O)cc(-c4ccccc4)nc23)cc1,4.6,2.2
-1.3,-18.1,-15.7,-1.1,-2.9,-2.5,-6.2,CSc1nsc(SC)c1CO,4.6,5.6
-20.4,34.7,0.9,-4.4,-2.5,-2.2,-5.3,Cc1cn2c(-c3cccnc3)nnc2s1,0.5,3.2
5.1,9.1,-9.7,-6.8,1.7,-3.0,5.6,CCCCNS(=O)(=O)c1ccc2nc(-c3cccnc3)cc(C(=O)NCCOC)c2c1,5.8,-0.6
-7.9,1.5,8.5,-3.0,-1.4,-4.5,8.1,CCN(CC)C(=O)C1CCN(S(=O)(=O)c2ccc(-n3cnnn3)cc2)CC1,-0.5,2.6

Complete entries as entered above:
`CSc1nsc(SC)c1CO` as listed: p-CIP stab down: -1.3; SUMO HTRF inh: -18.1; HCV NS3 hel inh: -15.7; GalR3 antagonist: -1.1; VIM-2 inhibitor: -2.9; IMP-1 inh: -2.5; CRFBP-R2 block: -6.2; IDE cell activ: 4.6; IDE inh: 5.6
`O=C(Nc1nccs1)C1(c2ccc(Cl)cc2)CC1` as listed: p-CIP stab down: 0.0; SUMO HTRF inh: 6.3; HCV NS3 hel inh: 13.1; GalR3 antagonist: -7.0; VIM-2 inhibitor: -2.9; IMP-1 inh: -2.2; CRFBP-R2 block: -5.6; IDE cell activ: 2.2; IDE inh: 3.6
`CCCCNS(=O)(=O)c1ccc2nc(-c3cccnc3)cc(C(=O)NCCOC)c2c1` as listed: p-CIP stab down: 5.1; SUMO HTRF inh: 9.1; HCV NS3 hel inh: -9.7; GalR3 antagonist: -6.8; VIM-2 inhibitor: 1.7; IMP-1 inh: -3.0; CRFBP-R2 block: 5.6; IDE cell activ: 5.8; IDE inh: -0.6
